S2 tox: viability counter-screen for ATXN expression inhibitors; 0.49% of 400,000 active; AID 651635; S2 cells (HEK-293 line with an ATXN2-luciferase reporter) viability, CellTiter-Fluor protease fluorescence, 24 h; Potency, µM (titrated, usually from 56.7 µM), usual class: cytotoxic; further: potency means the concentration at half of the fitted maximal effect; nearly all actives have a fitted effect of over 40% in size
HepG2 viability: HepG2 cytotoxicity, counter-screen for TGF-b inhibitors. HepG2 CAGA-GFP viability, ATP luminescence, 18 h. Potency, µM (top dose mostly 46.1 µM), for inactives: at the highest dose activity change, negative = cytotoxicity, most hits filed as cytotoxic. 0.76% of 410,000 active. AID 588856; further: potency means the concentration at half of the fitted maximal effect; some results filed as inactive show a strong effect at the top dose
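CellTiter-Glo luminescence gave cytotoxicity after 18 hours at 37 degrees C. The cells were HepG2 CAGA-GFP in 1% FBS DMEM, stimulated with 500 pg/mL TGF-beta after compound addition. %Activity was normalised to no-cell wells (complete cell-killing) and DMSO (no toxicity), and curves were fitted and classified.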
Nrf2 block: inhibitors of Nrf2 signaling; A549 ARE-Fluc reporter, luciferase luminescence, 18-24 h; Potency, µM (highest dose often 46 µM), inactives show top-dose activity change, negative = inhibition, hits mostly inhibitors; 2.1% of 360,000 active; further: potency means the concentration at half of the fitted maximal effect; on the % scale 0 is the no-effect control and ±100 the full control effect; nearly all actives have a fitted effect of over 60% in size
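Two sequential reads on A549 ARE_Fluc cells exposed to compound for 18-24 h: a CellTiter-Fluor fluorescence read for viability, then a luciferase luminescence read for Nrf2/ARE activity.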
Nrf2 ARE act: activates Nrf2 signaling | AREc32 ARE-luciferase reporter (MCF7-derived line), luminescence, 24 h | Potency, µM (doses to about 46.1 µM), for the others: top-dose activation, actives largely listed as activators | 0.31% of 410,000 active; further: potency means the concentration at half of the fitted maximal effect; % of control where 0% means no effect; nearly all actives have a fitted effect of over 65% in size
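Each well held 1000 AREc32 cells, which were incubated with compound for 24 hr at 37 deg C after overnight attachment, and ARE reporter activity was quantified by firefly luciferase luminescence.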
IL2 activator: activates IL-2 in a cell-based reporter assay; activation, % (series mostly up to about 46 µM); IL-2 activation reporter assay, cell-based qHTS; stimulated with anti-CD3/CD4/CD28 beads; in transgenic mouse T cells; 0.065% of 360,000 active; in the data active means activation above about 50%; inconclusive means mostly about 30% to 49%; further: 0% is about no effect
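Readout: EGFP and DsRed signals by fluorescent plate cytometry. Unstimulated transgenic mouse T cells received compound 60 min before antibody-bead stimulation, then incubated 18 h at 37 degrees C.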
EPAC2 agonist: EPAC2 (human) agonism | Q8WZA2 | EPAC2 activation, biochemical qHTS; response scale: 100% = 6.5 mM cAMP response | Potency, µM (highest dose often 154 µM), inactives show at the top dose activation, hits mostly activators | 0.079% of 360,000 active | AID 720711; further: potency means the concentration at half of the fitted maximal effect; nearly all actives have a fitted effect of over 50% in size
Target sequence (Q8WZA2 whole entry, looked up): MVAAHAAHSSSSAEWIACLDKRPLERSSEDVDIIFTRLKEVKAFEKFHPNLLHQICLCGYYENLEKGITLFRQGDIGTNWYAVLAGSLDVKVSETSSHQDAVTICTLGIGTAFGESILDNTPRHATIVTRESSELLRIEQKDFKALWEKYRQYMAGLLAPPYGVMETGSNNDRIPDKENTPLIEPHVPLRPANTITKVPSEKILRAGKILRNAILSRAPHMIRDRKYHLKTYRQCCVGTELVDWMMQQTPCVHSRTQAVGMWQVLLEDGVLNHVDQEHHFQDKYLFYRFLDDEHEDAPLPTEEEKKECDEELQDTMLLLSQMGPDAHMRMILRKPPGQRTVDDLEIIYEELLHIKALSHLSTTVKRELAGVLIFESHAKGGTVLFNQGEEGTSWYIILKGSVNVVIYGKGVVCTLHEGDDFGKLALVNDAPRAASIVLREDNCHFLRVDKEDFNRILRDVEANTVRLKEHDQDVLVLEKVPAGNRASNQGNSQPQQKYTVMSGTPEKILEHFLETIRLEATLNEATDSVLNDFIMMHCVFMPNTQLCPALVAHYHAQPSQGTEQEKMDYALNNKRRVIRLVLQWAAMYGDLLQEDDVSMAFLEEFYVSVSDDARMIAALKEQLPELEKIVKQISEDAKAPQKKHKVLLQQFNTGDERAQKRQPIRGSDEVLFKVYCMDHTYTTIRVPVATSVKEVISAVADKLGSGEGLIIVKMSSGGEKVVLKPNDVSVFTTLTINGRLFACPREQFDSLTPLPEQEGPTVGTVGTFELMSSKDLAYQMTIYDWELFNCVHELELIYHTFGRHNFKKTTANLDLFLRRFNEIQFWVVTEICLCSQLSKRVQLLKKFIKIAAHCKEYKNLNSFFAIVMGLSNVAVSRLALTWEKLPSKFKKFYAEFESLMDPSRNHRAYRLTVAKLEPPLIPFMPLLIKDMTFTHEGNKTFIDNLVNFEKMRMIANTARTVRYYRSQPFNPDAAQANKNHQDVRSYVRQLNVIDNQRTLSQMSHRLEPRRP
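Nucleotide exchange monitored as fluorescence drop when BODIPY-GDP leaves Rap1B. Reaction: 100 nM EPAC2, 250 nM RAP1B-BODIPY-GDP, 50 uM GDP, room temperature, kinetic read over 30 min. Activity expressed relative to 6.5 mM cAMP.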
TGFb inhibitor: blocks TGF-b signaling; HepG2 CAGA-GFP TGF-b/SMAD3 reporter, GFP fluorescence, 18 h; TGF-beta stimulated, 500 pg/mL final; Potency, µM (titrated, usually from 46.1 µM), inactives show at the highest dose activity, negative = inhibition, hits mostly inhibitors; 1.2% of 410,000 active; AID 588855; further: potency means the concentration at half of the fitted maximal effect; on the % scale 0 is the no-effect control and ±100 the full control effect; nearly all actives have a fitted effect of over 65% in size
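TGF-beta reporter screen: HEPG2 CAGA-GFP, 1% FBS, 500 pg/mL TGF-beta final, 18 h; per-cell GFP summed per well; curves fitted and categorized by class.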
ATXN2 expr inh: reduces ATXN2 reporter expression in HEK-293 cells. AID 1745845. 0.72% of 360,000 active. HEK-293 ATXN2-luciferase reporter, luminescence, 24 h. Potency, µM (top dose mostly 57 µM), for the others: top-dose activity change, negative = inhibition, hits mostly inhibitors; further: potency means the concentration at half of the fitted maximal effect; on the % scale 0 is the no-effect control and ±100 the full control effect; nearly all actives have a fitted effect of over 55% in size
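qHTS (up to 57 uM final) was run with 24 h compound exposure of reporter cells at 37 °C. Each well was multiplexed: SteadyGlo luminescence measured ATXN2-luciferase expression after a fluorogenic Gly-Phe-AFC viability readout (25 uM final).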
A549 tox: A549 cytotoxicity, counter-screen for Nrf2 inhibitors; Potency, µM (series often up to 46 µM), without a hit: top-dose activity change, negative = cytotoxicity, actives largely listed as inhibitors; AID 504648; 0.16% of 390,000 active; A549 ARE-Fluc cells, CellTiter-Fluor viability, 18-24 h; further: potency means the concentration at half of the fitted maximal effect; on the % scale 0 is the no-effect control and ±100 the full control effect
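A549 ARE-Fluc cells in 5% FBS OPTI-MEM, 5000 cells/well, rested 2 h then exposed to compounds in concentration-response for 18-24 h at 37 °C. Viability by CellTiter-Fluor fluorescence (Ex 405/Em 525) after 30 min; luciferase luminescence (BugLite, 15 min, RT) read afterwards.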
* hit, by the source's call; i = inactive; ? = inconclusive; · = no result given; [ ] = remark or other dose. Unless noted, the call rests on the fitted dose curve; in most records, active means well fitted curve in the direction sought with a large enough effect; inconclusive means small, poorly fitted or top-dose-only effect, or another doubt; inactive means no such curve, though single readings can be large; an effect the other way counts as inactive or inconclusive.

SMILES	S2 tox	HepG2 viability	Nrf2 block	Nrf2 ARE act	IL2 activator	EPAC2 agonist	TGFb inhibitor	ATXN2 expr inh	A549 tox
CC(C)N1CCN(Cc2ccc3nsnc3c2)CC1CCO (stereo not given)	i	13%	?	-0.3%	0.6	11%	16%	2%	-1%
O=C(NCCN1C(=O)S/C(=C\c2ccc(Cl)cc2)C1=O)c1ccc(F)c(S(=O)(=O)N2CCOCC2)c1	i	-8%	-15%	2.6%	-0.2	-2%	?	2%	-3%
CC1CCCC(C)N1CCCNC(=O)Cn1c(=O)c2cccn2c2cccnc21 (stereo not given)	i	8%	?	0.1%	-4.2	1%	9%	9%	-3%
Cc1ccccc1-c1cc(-c2ccccc2O)on1	i	-25%	?	?	-1.4	11%	-35%	152%[activator]	0%[1.84 µM]
O=C1CCC([N+](=O)[O-])C(c2cc3c(cc2Br)OCO3)N1 (stereo not given)	i	2%	-5%	-0.4%	0.0	0%	-2%	4%	10%
Cc1ccc(/C=N/N=C2/NC(=O)CS2)o1	?	5%	12%	3.6%	0.7	0%	2%	-5%	-2%
CCN1CCN(CCNC(=O)CSCc2nc(-c3ccc(OC)c(OC)c3)oc2C)CC1	i	-19%	13%	0.0%	-3.0	-1%	-4%	0%	3%
COc1ccc(CNC(=O)C(C)OC(=O)c2cccn2C)cc1 (stereo not given)	i	-9%	-11%	0.0%	-0.9	8%	2%	?	0%
COc1ccc(-n2nc(C(=O)NCc3ccco3)c3c4ccccc4n(C)c3c2=O)cc1	i	1%	18%	?	0.3	2%	0%	·	19%
O=C(Nc1nc2ccc(F)cc2s1)C1CCN(S(=O)(=O)c2cc([N+](=O)[O-])ccc2Cl)CC1	i	3%	-22%	4.6%	2.8	6%	11µM*	?	-12%
COc1ccc(NC(=O)c2ccc(OCC3CCCO3)cc2)cc1Cl (stereo not given)	?	-25%	11%	-0.1%	-0.6	-9%	-1%	21%	-7%
COc1ccccc1N1CCN(CCCNC(=O)c2cnn(-c3ccccc3)c2C2CCN(C(=O)OC(C)(C)C)CC2)CC1	·	-57%	?	10%	·	·	?	·	-13%
CNC(=O)C1(C)CCN1C(=O)Cc1ccc(C(C)C)cc1 (stereo not given)	i	-3%	·	-1.1%	2.5	2%	24%	8%	·
Cc1ccc2c(cnn2C(=O)CCCC(=O)NC(C)c2ccccc2)c1 (stereo not given)	i	1%	?	-0.8%	-4.4	-4%	9%	1%	2%
Cc1ccccc1Nc1c(-c2c(F)cccc2Cl)nc2ccc(Br)cn12	?	-18%	7%	6.2%	·	·	-4%	-12%	1%
Cc1c(CCOC(=O)c2ccccc2)sc[n+]1CC(=O)c1ccc(Br)cc1	i	-6%	14%	11%	1.8	7%	-1%	-17%	-6%
Cc1nsc(Nc2ccccc2)c1C#N	i	13%	-10%	?	-0.8	-6%	1%	·	-1%
C=CCn1cc(/C=N/Nc2nc3ccccc3[nH]2)c2ccccc21	?	0%	2%	9.4%	-6.4	13%	?	-4%	-15%
CN1CCc2c(sc3c2c(=O)n(-c2ccccc2)c2n[nH]c(=S)n32)C1	?	-2%	-1%	0.3%	-2.2	-7%	?	-6%	0%
CC(/C=C/c1ccco1)=N\NC(=O)CNc1cccc(C)c1	i	46%	6%	14%	-0.5	5%	13%	-16%	8%
CCOc1ccc(C(=O)OCC(=O)N2CC(C)OC(C)C2)cc1OCC (stereo not given)	i	-7%	14%	2.0%	0.3	5%	2%	-10%	-2%
Cc1ccc(CNC(=O)Cc2c(C(=O)O)c(C)cn2C)cc1	i	5%	·	-0.7%	·	·	0%	3%	0%
CC(C)(C)c1ccc(NC(=O)C2=CC=CN3CCS(=O)(=O)N=C23)cc1	i	-22%	0%	3.5%	-0.2	0%	-11%	13%	-2%
O=C(Cc1ccccc1)N/N=C/c1cc2c(cc1Cl)OCO2	i	0%	3%	1.9%	-2.6	-9%	?	28%	7%
CS(=O)(=O)c1ccc(Cl)c(NC(=O)COC(=O)c2cccc(S(=O)(=O)N3CCCCC3)c2)c1	i	0%	0%	0.1%	-3.7	7%	9%	-1%	-2%
COc1ccc(C#Cc2cccc(-c3nc(C(=O)NCCCN4CCOCC4)cc4c3[C@H](CCO)N(S(=O)C(C)(C)C)C4)c2)cc1OC (stereo not given in full)	?	-5%	·	6.5%	-0.6	5%	-44%	-9%	·
COc1cccc(C(=O)N(Cc2ccc(N(C)C)cc2)Cc2ccco2)c1	·	-23%	5%	6.6%	·	·	·	·	0%
COc1ccc(/C=N/NC(=O)c2cc(-c3ccccc3OC(C)C)nc3ccccc23)cc1CN1CCOCC1	i	-48%	?	0.3%	-1.3	14%	-4%	35%	-25%
N#C/C(=C\c1ccc(-c2ccc(Br)cc2)o1)C(=O)NCCc1c[nH]c2ccccc12	?	8%	?	2.9%	-1.6	22%	-24%	-29%[11.3 µM]	-24%
Cc1cc(C)n(CC(=O)Nc2ccccc2)n1	i	-3%	-13%	0.0%	-2.8	5%	-1%	-1%	11%

The closing 6 compounds of the part before lead into the next.
SMILES	S2 tox	HepG2 viability	Nrf2 block	Nrf2 ARE act	IL2 activator	EPAC2 agonist	TGFb inhibitor	ATXN2 expr inh	A549 tox
CS(=O)(=O)c1ccc(Cl)c(NC(=O)COC(=O)c2cccc(S(=O)(=O)N3CCCCC3)c2)c1	i	0%	0%	0.1%	-3.7	7%	9%	-1%	-2%
COc1ccc(C#Cc2cccc(-c3nc(C(=O)NCCCN4CCOCC4)cc4c3[C@H](CCO)N(S(=O)C(C)(C)C)C4)c2)cc1OC (stereo not given in full)	?	-5%	·	6.5%	-0.6	5%	-44%	-9%	·
COc1cccc(C(=O)N(Cc2ccc(N(C)C)cc2)Cc2ccco2)c1	·	-23%	5%	6.6%	·	·	·	·	0%
COc1ccc(/C=N/NC(=O)c2cc(-c3ccccc3OC(C)C)nc3ccccc23)cc1CN1CCOCC1	i	-48%	?	0.3%	-1.3	14%	-4%	35%	-25%
N#C/C(=C\c1ccc(-c2ccc(Br)cc2)o1)C(=O)NCCc1c[nH]c2ccccc12	?	8%	?	2.9%	-1.6	22%	-24%	-29%[11.3 µM]	-24%
Cc1cc(C)n(CC(=O)Nc2ccccc2)n1	i	-3%	-13%	0.0%	-2.8	5%	-1%	-1%	11%
Cc1cccc(C)c1NC(=O)Cn1cnc2c(=O)n(C)c(=O)n(C)c21	i	10%	-4%	0.0%	-3.2	-2%	-4%	2%	0%
COc1ccc(-c2noc(CCCC(=O)Nc3ccc(C(N)=O)cc3)n2)cc1	i	-2%	·	-2.8%	-1.1	-6%	10%	?	-2%
Cc1ccc2nc(-c3ccc(NC(=O)Cc4ccccc4)cc3)sc2c1	i	9%	?	5.7%	·	·	15%	48%[activator]	1%
Cn1c(SCC(=O)c2ccc(F)cc2)nnc1-c1cnccn1	i	2%	21%	-0.7%	0.9	3%	-3%	0%	·
CN1CCN(CCNC(=O)c2cc3c(=O)n(C)c4ccccc4c3n2C)CC1	i	-12%	13%	16%	-4.4	11%	-5%	-20%	4%
Fc1nc(N2CCCC2)c(F)c(Oc2ccccc2Oc2c(F)c(F)nc(N3CCCC3)c2F)c1F	?	12%	-7%	0.1%	-3.0	0%	-4%	-23%	0%
COc1ccc(CC(=O)N2CCN=C2SC)cc1OC	i	-1%	-6%	-0.7%	0.2	6%	0%	-5%	0%
CS/C(N)=N/N=C/c1cc(C)ccc1O	i	-45%	8%	3.7%	3.1	3%	?	9%	-1%
CCOc1ccc(NCc2cccn2-c2nnc(N3CCC(C(=O)NCCCN4CC(C)CC(C)C4)CC3)s2)cc1 (stereo not given)	?	-87%	2%	8.6%	-3.6	5%	?	32µM*	-5%
Cc1ccc(Cc2nc3ccccc3nc2SCC(=O)NCc2ccc(F)cc2)cc1	i	-37%	·	-0.5%	·	·	-4%	9%	-4%
CC1(C)CN(c2cccc(C#N)c2)C1=O	i	-2%	3%	-0.5%	4.2	6%	-21%	-1%	8%
CC1C(c2ccccc2)N(C)C(c2ccccc2)CC1(O)c1ccc(F)cc1 (stereo not given)	?	-60%	2%	6.6%	-0.6	2%	?	2%[11.3 µM]	-2%
CC(C)Cc1ccc(C2=CSC3=NCCN23)cc1	?	-16%	5%	5.1%	-0.7	-2%	1%	-26%	1%
Cc1ccc(-c2nc3c(c(=O)[nH]c(=O)n3Cc3ccccc3)n2Cc2ccccc2)o1	?	3%	-13%	-0.2%	0.6	-2%	0%	-5%	-15%
COc1ccc(CNC(=O)CC2Sc3ccccc3NC2=O)cc1 (stereo not given)	i	0%	6%	0.5%	0.4	4%	-24%	·	12%
O=C(Nc1ccc(Cc2ccncc2)cc1)c1cc([N+](=O)[O-])ccc1N1CCOCC1	i	-12%	-4%	-0.1%	-0.4	3%	-18%	·	-19%
CN(Cc1ccco1)C(=O)[C@H](Cc1ccccc1)NC(=O)CC[C@H]1O[C@@H](n2ccc(=O)[nH]c2=O)[C@H](O)[C@@H]1O	i	4%	·	-0.7%	0.2	2%	-2%	13%	·
CC(=O)N1N=C(c2ccc3nccnc3c2)CC1c1ccccc1 (stereo not given)	i	-19%	-3%	-0.3%	-3.6	3%	-1%	1%	15%
CC(C)=C(NC(=O)c1ccccc1)C(=O)Nc1ccc(C(=O)O)cc1	?	-2%	17%	-0.2%	0.6	7%	7%	0%	1%
Nc1nnc(SCC(=O)Nc2ccc(S(=O)(=O)N3CCOCC3)cc2)s1	i	4%	·	-0.6%	-1.8	2%	-3%	-2%	-5%
C=CCN1C(=O)[C@@H]2Cc3c([nH]c4ccccc34)C(c3cc(OC)c(OC)c(OC)c3)N2C1=S (stereo not given in full)	·	-2%	?	4.7%	105*	-1%	191%[activator]	·	13%
COc1ccc(Cl)cc1C(=O)OCC(=O)c1c(N)n(C)c(=O)n(C)c1=O	i	1%	·	4.9%	-3.0	1%	7%	·	·

From PubChem BioAssay

Compounds as they come (roughly 4.3% active in at least one column).
